STEP inh – STEP phosphatase inhibitors, primary screen, biochemical, fluorescence intensity, uHTS; inhibition, % at 20 µM; recombinant STEP, OMFP fluorogenic substrate; 0.25% of 360,000 active;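 active means inhibition at 20 µM, scaled per plate between control wells, above about 37%, limit read from the data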;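 further: 0% = DMSO with enzyme and substrate and 100% = substrate only without enzyme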
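Assay system: isolated STEP enzyme / Timing: 20 min at room temperature, dark / Doses: 20 µM, 1% DMSO / Technique: fluorescence intensity, excitation 480 nm, emission 540 nm / Reagent: fluorogenic phosphatase substrate OMFP at 25 µM final / Measure: percent inhibition scaled to no-enzyme and uninhibited-enzyme controls, plate-pattern corrected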
Scp-1 inhibitor – Scp-1 phosphatase inhibitors, primary screen, biochemical, colorimetric, uHTS. Carboxy-terminal domain RNA polymerase II polypeptide A small phosphatase 1 (Homo …. Recombinant Scp1, phosphopeptide, malachite green phosphate absorbance. AID 493091, 2011. 0.88% of 340,000 active. inhibition, % at 20 µM;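 active means inhibition above about 50% at 20 µM, limit read from the data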;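 further: plate controls were DMSO wells with enzyme for no effect and wells lacking enzyme for full effect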
Target sequence (Q9GZU7 76-261 limits assumed): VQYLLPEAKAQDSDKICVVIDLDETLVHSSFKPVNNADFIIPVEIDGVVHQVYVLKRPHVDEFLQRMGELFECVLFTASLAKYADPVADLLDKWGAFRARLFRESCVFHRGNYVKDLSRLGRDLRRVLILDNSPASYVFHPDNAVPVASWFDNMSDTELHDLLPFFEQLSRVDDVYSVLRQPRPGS
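Assay system: SCP-1 catalytic fragment, aa 76-261 | Buffer or medium: Tris acetate buffer pH 5.5 with MgCl2 and Tween-20 | Compound: One concentration, 20 µM, with 1.0% DMSO | Also added: Phospho 17-mer peptide substrate | Signal: Absorbance at 630 nm | Incubation: 45 min enzyme reaction at room temperature | Measure: % inhibition of SCP-1 phosphate liberation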
LMPTP block – LMPTP phosphatase inhibitors, primary screen, biochemical, fluorescence intensity, uHTS; Low molecular weight phosphotyrosine protein phosphatase (Homo sapiens), P24666; recombinant LMPTP-A, OMFP fluorogenic substrate; inhibition, % at 20 µM; 0.22% of 360,000 active;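 active means compounds that cut the enzyme signal by at least half of the control window in the single-dose screen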;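 further: plate controls were DMSO wells with enzyme plus substrate for no effect and substrate without enzyme for full effect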
Target sequence (P24666 whole entry, looked up): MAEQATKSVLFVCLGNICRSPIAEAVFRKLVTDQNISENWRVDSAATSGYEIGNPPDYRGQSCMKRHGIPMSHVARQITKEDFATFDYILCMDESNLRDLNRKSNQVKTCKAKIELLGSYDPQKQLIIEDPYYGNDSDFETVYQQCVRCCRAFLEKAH
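Assay system: LMPTP-A phosphatase enzyme | Input: 0.625 nM enzyme | Also added: Fluorogenic phosphatase substrate OMFP at 400 µM final | Compound dosing: One test concentration per compound, 20 µM, with 3% DMSO overall | Schedule: 50 min enzyme reaction at room temperature, protected from light | Signal: Fluorescence intensity | Benchmarks: no-enzyme and uninhibited controls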
DNMT1 inh – human DNMT1 methyltransferase inhibitors, primary screen, biochemical, molecular beacon, fluorescence, HinP1I cleavage, uHTS; inhibition (reported as % activation of signal), % at 10 µM; DNA (cytosine-5)-methyltransferase 1 (Homo sapiens), P26358; 0.83% of 360,000 active; in the data active means inhibition above about 50%
MsrA inhibitor – bovine MsrA enzyme inhibitors, primary screen, biochemical, absorbance, HTS | Methionine sulfoxide reductase A (Bos taurus) | purified bovine MsrA, absorbance read-out | inhibition, % at 15.5 µM | 0.75% of 360,000 active; in the data active means inhibition above about 4.5%;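 further: 0% = vehicle wells with enzyme and 100% = reference inhibitor wells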
NadD block – inhibitors of S. aureus NadD, primary screen, biochemical, colorimetric, uHTS; 0.78% of 360,000 active; Nicotinate-nucleotide adenylyltransferase NadD (Staphylococcus aureus N315); purified NadD enzyme, colorimetric absorbance read-out; inhibition, % at 20 µM; in the data active means inhibition above about 26%; further: some compounds past the cut are filed as inactive
Rpn11 block – Rpn11 (PSMD14) deubiquitinase inhibitors, primary screen, biochemical, fluorescence polarization, uHTS; 26S proteasome non-ATPase regulatory subunit 14 (Homo sapiens), O00487; human 26S proteasome, Ub4-pepOG fluorescence polarization; 20S core pre-blocked with epoxomicin; calls only at 20 µM; 0.59% of 360,000 active; AID 588493, 2011;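 active means inhibition at 20 µM, scaled to each plate's controls, above about 33%, limit read from the data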
SUMO1-SIM PPI – modulators of SUMO1 protein-protein interactions, primary screen, biochemical, uHTS. Small ubiquitin-related modifier 1 (Homo sapiens), P63165. SUMO1 binding to a labelled peptide, TR-FRET, 1 h. inhibition, % at 20 µM. 0.33% of 360,000 active. AID 602429, 2012; in the data active means inhibition above about 37%
Target sequence (P63165 whole entry, looked up): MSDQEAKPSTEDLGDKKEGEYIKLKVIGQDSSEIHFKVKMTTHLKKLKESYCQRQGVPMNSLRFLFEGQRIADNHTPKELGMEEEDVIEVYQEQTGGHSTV
TbMetRS inhib – T. brucei MetRS inhibitors, primary screen, biochemical, luminescence; methionyl-tRNA synthetase (Trypanosoma brucei brucei); purified T. brucei MetRS, ATP depletion, Kinase-Glo luminescence; inhibition, % at 11.9 µM; 0.4% of 360,000 active;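 active means inhibition above a per-plate cutoff of the control wells' mean inhibition plus 3 SD, cut at about 5.5% in these data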;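 further: 0% = DMSO wells median and 100% = median of wells with control inhibitor compound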
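Measured by: Kinase-Glo luciferase luminescence reporting remaining unconsumed ATP. Material: purified T. brucei MetRS enzyme. Doses: 11.9 µM compound single dose, 0.9% DMSO. Medium: HEPES buffer containing pyrophosphatase, BSA, spermine, DTT. Times: 15 min preincubation, 2 h reaction, all 25 °C. Reagent: methionine, ATP and bulk E. coli tRNA.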
CSN deneddyl inh – inhibitors of CSN-mediated cullin deneddylation, primary screen, biochemical, fluorescence polarization, uHTS. COP9 signalosome complex subunit 5 (Homo sapiens), Q92905. Purified CSN, SCF-Nedd8-OG deneddylation. inhibition, % at 12.5 µM. 0.38% of 360,000 active;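 active means pattern-corrected inhibition above about 35%, with an unprinted fluorescence ratio check between 0.5 and 1.5, limit read from the data, passing the limit was not always enough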;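 further: 0% = enzyme with substrate and 100% = substrate without enzyme; some results filed as inactive read as strong as hits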
Target sequence (Q92905 whole entry, looked up, one chain of several): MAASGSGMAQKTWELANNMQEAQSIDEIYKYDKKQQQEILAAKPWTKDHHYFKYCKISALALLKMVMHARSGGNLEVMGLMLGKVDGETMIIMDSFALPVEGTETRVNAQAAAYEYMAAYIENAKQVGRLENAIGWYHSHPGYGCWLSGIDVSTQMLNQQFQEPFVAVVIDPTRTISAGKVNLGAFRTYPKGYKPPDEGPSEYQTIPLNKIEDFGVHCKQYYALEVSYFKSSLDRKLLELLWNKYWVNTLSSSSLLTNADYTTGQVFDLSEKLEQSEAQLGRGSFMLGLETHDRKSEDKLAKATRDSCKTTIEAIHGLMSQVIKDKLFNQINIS
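Assay system: purified human Csn5 enzyme expressed in HEK293T cells; measure: % inhibition; also added: SCFSkp2-Nedd8OG substrate at 10 nM final; technique: fluorescence polarization; times: reaction 90 min, room temperature; medium: Tris buffer pH 7.5, NaCl, DTT, Tween-20, trehalose, ovalbumin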
The depositor's hits bear a star; i = inactive; · = not tested or not shown.

DNMT1 inh	Scp-1 inhibitor	SUMO1-SIM PPI	CSN deneddyl inh	STEP inh	MsrA inhibitor	LMPTP block	Rpn11 block	NadD block	TbMetRS inhib	mol
-4	2	3	-1	1	0.2	-0.9	i	-2	-0.1	Cc1cc(C(=O)CC#N)c(C)n1-c1ccc(OC(F)F)cc1
5	-5	-5	2	-3	-0.5	-1.0	i	-7	-1.1	Cc1c(N=Cc2ccco2)c(=O)n(-c2ccccc2)n1C
2	0	-3	-1	1	0.3	-1.3	i	0	-0.5	O=C(C1=C[C@H](C2CC2)C[C@H](OCCCCO)O1)N1CCOCC1
-4	·	1	-4	2	0.4	-0.5	i	4	-0.3	CC1CC(NC(=S)N(C)C)CC(C)(C)C1 (centres undefined)
-1	-8	0	-3	-1	-0.5	-0.9	i	2	-0.1	Cc1ccsc1C(=O)OCC(=O)N1CC(C)CC(C)C1 (centres undefined)
-2	1	-11	4	3	4.0	-0.5	i	1	0.1	CCCN=C(C)C1=C(O)c2ccccc2C1=O
-6	-3	4	-1	2	0.4	-0.9	i	-1	0.3	COC(=O)C1CCN(C(=O)c2ccc(OC)c(S(=O)(=O)N3CCCc4ccccc43)c2)CC1
6	·	8	4	-1	-1.0	0.2	i	-2	-1.3	O=C(CC[C@H]1O[C@@H](n2cnc3c(NC(=O)c4ccccc4)ncnc32)[C@H](O)[C@@H]1O)NCCc1cc2ccccc2[nH]1
1	1	-1	-6	-2	0.6	0.0	i	0	-0.2	c1cnc2ccc(C(c3nnnn3C3CCCC3)N3CCSCC3)cc2c1 (centres undefined)
-1	0	1	0	-1	0.7	3.1	i	3	0.2	COc1ccccc1-c1nc(C#N)c(N2CCN(c3ccccc3)CC2)o1
6	3	1	-2	-1	-0.1	0.2	i	-3	2.5	COc1cc(/C=N/NC(=O)CCn2c3ccccc3c3ccccc32)cc(OC)c1OC
0	4	4	3	0	-0.8	-1.3	i	-7	-0.6	CCOCCCNC(=S)Nc1ccc2nc3n(c(=O)c2c1)CCCCC3
1	-2	-8	1	4	-0.1	1.7	i	0	-0.1	COc1ccc(NC(=S)NCCc2ccccc2)c(C)c1
4	-10	-2	-6	1	0.1	-1.3	i	-8	-0.4	CCOC(=O)c1[nH]n(-c2ccc(Cl)cc2)c(=O)c1C
2	3	-1	1	0	-0.4	1.3	i	-2	-0.6	COc1ccc(NC(=O)CCn2cccc2)c(OC)c1
36	47	14	7	3	1.1	2.3	i	12	0.4	CC(=O)C1=C(O)C(=O)N(CCc2c[nH]c3ccccc23)C1c1ccco1 (centres undefined)
0	·	1	1	-2	1.8	-1.1	i	-1	-0.2	COc1ccc(CC(=O)Nc2ccccc2C(F)(F)F)cc1S(=O)(=O)N1CCOCC1
-2	-2	4	-6	-1	0.7	2.6	i	-4	-0.1	COc1ccc(S(=O)(=O)N2CCCCCC2)cc1C(=O)OCc1cccc(OC)c1OC
-1	-10	-1	0	-3	-0.6	-0.2	i	2	0.0	O=P(NC1CCCCC1)(c1ccccc1)c1ccccc1
0	-2	0	3	0	1.0	0.6	i	-9	-0.3	O=C(COc1ccc(F)cc1Cl)NC1CCCCCC1
1	6	-3	-4	3	1.0	10	i	-3	-0.7	CC(C)(C)OC(=O)C[C@@H]1C/C=C\C[C@@H](CC(=O)N(CCO)Cc2ccccc2)C(=O)N[C@@H](c2ccccc2)COC1=O
-1	-8	1	-1	1	0.0	2.9	i	17	-0.2	COc1cccc(-c2nn(-c3ccccc3)cc2C(=O)OCC(=O)Nc2ncc(Cl)cc2Cl)c1
-2	2	-2	4	0	-0.3	-0.4	i	-1	-0.5	NS(=O)(=O)c1ccc(CCNC(=O)COC(=O)C2CCN(c3ccc(C(F)(F)F)cn3)CC2)cc1
-1	-2	3	0	-1	1.1	0.6	i	-5	-0.2	O=S(=O)(c1ccc(NCCOc2ccccc2)nc1)N1CCCC1
2	-4	-27	1	1	-0.7	-2.0	i	1	0.2	COCCCN1C(=O)c2ccc(C(=O)Nc3ccccc3Cl)cc2C1=O
4	0	-4	-7	2	0.7	-1.2	i	3	-0.4	CCOc1ccc(NC(=S)NC(C)CCc2ccccc2)cc1 (centres undefined)
5	2	3	0	-4	-1.8	-0.3	i	-3	-0.3	CC(C)(C)N(NC(=O)Nc1ccc(F)cc1)C(=O)c1ccccc1
4	-12	-8	1	1	2.5	-4.3	i	-6	-0.3	COc1cc(CN2CCSCC2)c([N+](=O)[O-])cc1OC
-7	0	-8	5	0	-0.5	0.6	i	-3	-1.0	O=S(=O)(Nc1ccc2c(c1)OCO2)c1cccs1
3	-17	-2	-5	-2	-0.4	0.5	i	4	4.0	O=C(c1ccc(Cl)cc1)N1N=C(c2ccccn2)CC1(O)C(F)(F)F (centres undefined)

Eleven neighbouring entries already listed:
DNMT1 inh	Scp-1 inhibitor	SUMO1-SIM PPI	CSN deneddyl inh	STEP inh	MsrA inhibitor	LMPTP block	Rpn11 block	NadD block	TbMetRS inhib	mol
-1	0	1	0	-1	0.7	3.1	i	3	0.2	COc1ccccc1-c1nc(C#N)c(N2CCN(c3ccccc3)CC2)o1
6	3	1	-2	-1	-0.1	0.2	i	-3	2.5	COc1cc(/C=N/NC(=O)CCn2c3ccccc3c3ccccc32)cc(OC)c1OC
0	4	4	3	0	-0.8	-1.3	i	-7	-0.6	CCOCCCNC(=S)Nc1ccc2nc3n(c(=O)c2c1)CCCCC3
1	-2	-8	1	4	-0.1	1.7	i	0	-0.1	COc1ccc(NC(=S)NCCc2ccccc2)c(C)c1
4	-10	-2	-6	1	0.1	-1.3	i	-8	-0.4	CCOC(=O)c1[nH]n(-c2ccc(Cl)cc2)c(=O)c1C
2	3	-1	1	0	-0.4	1.3	i	-2	-0.6	COc1ccc(NC(=O)CCn2cccc2)c(OC)c1
36	47	14	7	3	1.1	2.3	i	12	0.4	CC(=O)C1=C(O)C(=O)N(CCc2c[nH]c3ccccc23)C1c1ccco1 (centres undefined)
0	·	1	1	-2	1.8	-1.1	i	-1	-0.2	COc1ccc(CC(=O)Nc2ccccc2C(F)(F)F)cc1S(=O)(=O)N1CCOCC1
-2	-2	4	-6	-1	0.7	2.6	i	-4	-0.1	COc1ccc(S(=O)(=O)N2CCCCCC2)cc1C(=O)OCc1cccc(OC)c1OC
-1	-10	-1	0	-3	-0.6	-0.2	i	2	0.0	O=P(NC1CCCCC1)(c1ccccc1)c1ccccc1
0	-2	0	3	0	1.0	0.6	i	-9	-0.3	O=C(COc1ccc(F)cc1Cl)NC1CCCCCC1

Continuation.
DNMT1 inh	Scp-1 inhibitor	SUMO1-SIM PPI	CSN deneddyl inh	STEP inh	MsrA inhibitor	LMPTP block	Rpn11 block	NadD block	TbMetRS inhib	mol
1	-1	2	-1	-2	-0.2	-2.0	i	-1	-0.1	CCN(CC)C(=O)Oc1ccnc2cc(Cl)ccc12
-9	-1	-7	-9	-6	-1.2	0.5	i	-5	0.0	O=C(NC(Cc1c[nH]c2ccccc12)C(=O)N/N=C/c1cccnc1)c1cccs1 (centres undefined)
1	-9	1	-2	-2	-1.0	-1.0	i	0	-0.9	CN1CCN(C(=O)c2ccccc2NC(=O)Cc2ccccc2)CC1
-3	-5	5	2	1	0.7	2.3	i	2	-0.2	COc1cccc(N2CCN(C(=O)c3ccc(CS(=O)c4ccccc4Cl)o3)CC2)c1 (centres undefined)
6	-9	1	4	5	1.3	1.2	i	-5	-0.4	C=CCc1cccc(/C=N/NC(=O)COc2ccc(-n3cnnn3)cc2)c1O
5	-15	6	3	-3	0.2	3.1	i	-11	-1.4	COc1ccc2cc(S(=O)(=O)N3CCCC(C)C3)ccc2c1 (centres undefined)
-2	-2	11	-3	4	-0.4	-4.2	i	-6	-1.3	CN(C)C(C)(C)C#CCCCCC#CC(C)(C)N(C)C
2	-5	3	5	0	-0.8	-1.3	i	-4	-0.5	CC(C(=O)NCc1ccco1)n1cc([N+](=O)[O-])cn1 (centres undefined)
4	-2	-6	-2	1	-0.8	0.2	i	-6	-0.1	CCc1ccc(NC(=O)C(=O)NCCN2CCN(Cc3ccc([N+](=O)[O-])cc3)CC2)cc1
-2	-6	-10	5	-5	-2.1	-0.9	i	-3	-0.4	O=C(/C=C/c1ccccc1Cl)NCc1cccs1
4	3	1	-2	1	1.8	-0.2	i	2	-0.2	O=C(O)C1(NS(=O)(=O)c2ccc(F)c(Cl)c2)CCCCC1
1	-9	-3	-5	1	-0.6	-3.5	i	-1	-0.3	Cc1ccc(N/N=C/c2c(O)cc(C)oc2=O)cc1
-2	1	-37	-1	-1	3.0	2.7	i	1	0.9	COc1ccc2cc3cc(C(=O)NC4CC4)sc3nc2c1
5	-6	19	6	-1	3.2	0.2	i	-1	0.0	COc1ccc(-c2cc(-c3ccccc3)c(C#N)c(S(C)=O)n2)cc1 (centres undefined)
-3	-1	0	-2	0	-0.3	1.6	i	-7	-0.3	CCc1ccc(CN2CCCC(C(=O)Nc3ccc(-c4cscn4)cc3)C2)o1 (centres undefined)
0	-5	-10	-2	1	-1.1	-1.7	i	6	-0.4	CC1CCCCN1C(=O)CCn1c(=O)oc2ccccc21 (centres undefined)

Screening data as filed in PubChem BioAssay.
